NadD inh: inhibitors of S. aureus NadD, primary screen, biochemical, colorimetric, uHTS. purified NadD enzyme, colorimetric absorbance read-out. hit rate 0.78% among 360,000. Nicotinate-nucleotide adenylyltransferase NadD (Staphylococcus aureus N315). inhibition, % at 20 µM; in the data active = inhibition above about 26%; also: some compounds past the cut are filed as inactive
CSN inh: inhibitors of CSN-mediated cullin deneddylation, primary screen, biochemical, fluorescence polarization, uHTS; COP9 signalosome complex subunit 5 (Homo sapiens), Q92905; Purified CSN, SCF-Nedd8-OG deneddylation; inhibition, % at 12.5 µM; hit rate 0.38% among 360,000; AID 651999, 2013;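 active = pattern-corrected inhibition above about 35%, with an unprinted fluorescence ratio check between 0.5 and 1.5, limit read from the data, passing the limit was not always enough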;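 also: 0% = enzyme with substrate and 100% = substrate without enzyme; some results filed as inactive read as strong as hits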
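Detection – fluorescence polarization · System – HEK293T-derived human Csn5 enzyme · Controls – substrate-only high control, full reaction low control · Timing – 90 min, room temperature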
Rin1 Abl inh: inhibitors of Rin1-Abl protein binding, primary screen, biochemical, TR-FRET; inhibition, % at 7.35 µM; hit rate 0.4% among 360,000; AID 588664, 2011; in the data active = inhibition above about 5%, passing the limit was not always enough
Target sequence (P00519 whole entry, looked up): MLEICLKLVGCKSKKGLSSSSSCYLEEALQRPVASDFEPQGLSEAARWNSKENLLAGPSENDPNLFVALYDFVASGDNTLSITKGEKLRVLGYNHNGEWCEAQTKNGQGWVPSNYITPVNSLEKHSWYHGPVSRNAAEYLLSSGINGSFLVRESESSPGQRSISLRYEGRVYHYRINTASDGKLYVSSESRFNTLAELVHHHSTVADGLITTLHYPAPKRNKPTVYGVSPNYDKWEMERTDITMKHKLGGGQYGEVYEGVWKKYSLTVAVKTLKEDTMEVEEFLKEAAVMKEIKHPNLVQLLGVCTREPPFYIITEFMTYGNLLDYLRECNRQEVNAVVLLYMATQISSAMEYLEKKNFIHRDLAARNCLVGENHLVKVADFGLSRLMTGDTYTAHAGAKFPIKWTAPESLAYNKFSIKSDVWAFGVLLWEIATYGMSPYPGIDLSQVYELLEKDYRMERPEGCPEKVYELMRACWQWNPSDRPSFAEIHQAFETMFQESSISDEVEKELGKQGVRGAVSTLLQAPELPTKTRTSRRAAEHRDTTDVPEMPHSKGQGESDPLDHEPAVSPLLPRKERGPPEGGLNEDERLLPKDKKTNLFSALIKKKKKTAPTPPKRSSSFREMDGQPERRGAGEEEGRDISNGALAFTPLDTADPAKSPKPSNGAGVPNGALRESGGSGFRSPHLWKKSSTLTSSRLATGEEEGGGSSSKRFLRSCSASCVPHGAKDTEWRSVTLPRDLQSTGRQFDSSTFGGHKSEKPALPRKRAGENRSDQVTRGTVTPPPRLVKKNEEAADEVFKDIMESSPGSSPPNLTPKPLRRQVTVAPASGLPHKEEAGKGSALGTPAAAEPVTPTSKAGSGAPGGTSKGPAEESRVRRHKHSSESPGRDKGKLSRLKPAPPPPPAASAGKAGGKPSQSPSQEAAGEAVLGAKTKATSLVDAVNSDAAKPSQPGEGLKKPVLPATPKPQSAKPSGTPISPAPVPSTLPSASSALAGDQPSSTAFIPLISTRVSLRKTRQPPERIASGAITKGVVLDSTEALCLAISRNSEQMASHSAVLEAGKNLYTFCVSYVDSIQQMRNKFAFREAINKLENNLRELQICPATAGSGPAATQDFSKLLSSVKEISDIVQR
Target sequence (Q13671 whole entry, looked up): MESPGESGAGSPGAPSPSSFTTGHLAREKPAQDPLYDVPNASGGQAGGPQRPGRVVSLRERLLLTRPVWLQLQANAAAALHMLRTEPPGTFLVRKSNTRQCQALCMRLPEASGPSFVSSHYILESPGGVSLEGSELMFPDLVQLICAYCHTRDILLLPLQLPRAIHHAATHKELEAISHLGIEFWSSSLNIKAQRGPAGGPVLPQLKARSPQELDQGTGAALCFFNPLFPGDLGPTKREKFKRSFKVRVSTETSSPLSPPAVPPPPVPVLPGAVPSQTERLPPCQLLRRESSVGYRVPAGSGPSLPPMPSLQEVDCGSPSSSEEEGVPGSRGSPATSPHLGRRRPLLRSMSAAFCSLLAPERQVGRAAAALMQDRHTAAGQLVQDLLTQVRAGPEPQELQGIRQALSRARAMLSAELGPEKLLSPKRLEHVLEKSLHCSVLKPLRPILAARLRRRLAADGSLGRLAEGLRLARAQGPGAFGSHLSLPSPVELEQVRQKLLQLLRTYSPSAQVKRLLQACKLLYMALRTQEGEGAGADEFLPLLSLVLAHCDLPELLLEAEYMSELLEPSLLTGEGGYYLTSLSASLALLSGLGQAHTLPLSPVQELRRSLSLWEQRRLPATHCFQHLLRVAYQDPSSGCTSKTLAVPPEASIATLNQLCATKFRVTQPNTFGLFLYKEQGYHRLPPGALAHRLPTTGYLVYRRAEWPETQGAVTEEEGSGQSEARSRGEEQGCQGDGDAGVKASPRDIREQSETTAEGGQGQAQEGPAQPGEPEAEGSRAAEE
SUMO1 PPI mod: modulators of SUMO1 protein-protein interactions, primary screen, biochemical, uHTS. SUMO1 binding to a labelled peptide, TR-FRET, 1 h. hit rate 0.33% among 360,000. AID 602429, 2012. inhibition, % at 20 µM; in the data active = inhibition above about 37%
STEP block: STEP phosphatase inhibitors, primary screen, biochemical, fluorescence intensity, uHTS; recombinant STEP, OMFP fluorogenic substrate; hit rate 0.25% among 360,000; AID 588621, 2011; Tyrosine-protein phosphatase non-receptor type 5 (Homo sapiens), P54829; inhibition, % at 20 µM;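 active = inhibition at 20 µM, scaled per plate between control wells, above about 37%, limit read from the data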;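 also: 0% = DMSO with enzyme and substrate and 100% = substrate only without enzyme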
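Also added – OMFP at 25 µM · Test system – STEP tyrosine phosphatase · Technique – FITC-channel fluorescence of OMFP product · Schedule – 20 min at room temperature, dark · Evaluation – control-normalized % inhibition with plate pattern correction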
Neddyl block: inhibitors of cullin neddylation, primary screen, biochemical, TR-FRET, uHTS, NAE and Ubc12 | NEDD8-conjugating enzyme Ubc12 (Homo sapiens) + NEDD8-activating enzyme E1 regulatory … | calls only at 25 µM | hit rate 0.58% among 360,000 | AID 651699, 2012; in the data active = inhibition above about 36%
LMPTP inh: LMPTP phosphatase inhibitors, primary screen, biochemical, fluorescence intensity, uHTS; Low molecular weight phosphotyrosine protein phosphatase (Homo sapiens), P24666; recombinant LMPTP-A, OMFP fluorogenic substrate; inhibition, % at 20 µM; hit rate 0.22% among 360,000; AID 651560, 2012;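 active = compounds that cut the enzyme signal by at least half of the control window in the single-dose screen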;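 also: plate controls were DMSO wells with enzyme plus substrate for no effect and substrate without enzyme for full effect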
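test system = LMPTP-A | amount = 0.625 nM LMPTP-A final | reagent = fluorogenic phosphatase substrate OMFP at 400 µM final | incubation = 50 min at room temperature | benchmarks = no-enzyme low control, uninhibited high control | medium = Bis-Tris pH 6.0, DTT, detergent | signal = fluorescence intensity of OMFP turnover product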
Rpn11 inh: Rpn11 (PSMD14) deubiquitinase inhibitors, primary screen, biochemical, fluorescence polarization, uHTS | 26S proteasome non-ATPase regulatory subunit 14 (Homo sapiens), O00487 | human 26S proteasome, Ub4-pepOG fluorescence polarization; 20S core pre-blocked with epoxomicin | calls only at 20 µM | hit rate 0.59% among 360,000 | AID 588493, 2011;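 active = inhibition at 20 µM, scaled to each plate's controls, above about 33%, limit read from the data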
DNMT1 inh: human DNMT1 methyltransferase inhibitors, primary screen, biochemical, molecular beacon, fluorescence, HinP1I cleavage, uHTS; DNA (cytosine-5)-methyltransferase 1 (Homo sapiens), P26358; inhibition (reported as % activation of signal), % at 10 µM; hit rate 0.83% among 360,000; AID 588458, 2011; in the data active = inhibition above about 50%
Scp-1 inhibitor: Scp-1 phosphatase inhibitors, primary screen, biochemical, colorimetric, uHTS; Carboxy-terminal domain RNA polymerase II polypeptide A small phosphatase 1 (Homo …; inhibition, % at 20 µM; hit rate 0.88% among 340,000; Recombinant Scp1, phosphopeptide, malachite green phosphate absorbance; AID 493091, 2011;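 active = inhibition above about 50% at 20 µM, limit read from the data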;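 also: plate controls were DMSO wells with enzyme for no effect and wells lacking enzyme for full effect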
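Times: enzyme reaction 45 min at room temperature, colour 5 min, stabilisation 30 min. Material: SCP-1 catalytic fragment, aa 76-261. Medium: Acidic Tris acetate buffer with magnesium and detergent. Signal: colorimetric free-phosphate detection, absorbance 630 nm. Read-out basis: % inhibition of SCP-1 phosphate liberation. Reagent: Phosphorylated 17-residue peptide substrate.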
* hit, by the source's call; i = inactive; / = no result given.

SMILES | NadD inh | CSN inh | Rin1 Abl inh | SUMO1 PPI mod | STEP block | Neddyl block | LMPTP inh | Rpn11 inh | DNMT1 inh | Scp-1 inhibitor
COc1ccc(NC(=O)c2cncc(Br)c2)cc1S(=O)(=O)N1CCCCC1 | -3 | -14 | 1 | 8 | 2 | i | -0.5 | i | 6 | -5
CC1CC(=O)Nc2ccccc2N1S(=O)(=O)c1cccc(Cl)c1 (configuration not stated) | 0 | 1 | 2 | 6 | -7 | i | -0.7 | i | -8 | -1
CC1C(c2ccccc2)N(C)C(c2ccccc2)C(C)C1(O)C#Cc1ccccc1 (configuration not stated) | 5 | -4 | 0 | -1 | -1 | i | 1.1 | i | -3 | -27
CCN(CC)C(=O)c1[nH]cnc1C(=O)Nc1ccc(C)cc1 | 2 | -1 | 2 | 3 | -1 | i | -0.3 | i | 4 | -3
c1ccc(CNc2cncnc2)cc1 | -8 | 3 | 3 | 3 | -1 | i | -0.4 | i | 1 | -5
O=C(COc1ccc(Cl)cc1)NCc1nnc(SCC(=O)Nc2ccccc2F)o1 | 1 | -2 | 0 | -3 | -2 | i | -1.1 | i | -3 | 1
O=C(Nc1ccc(Cl)cc1)[C@@H]1[C@@H]2C(=O)N(c3ccc4ccccc4c3)C(=O)[C@@H]2[C@H]2C=CC=NN21 | 57* | 5 | 1 | -1 | 3 | i | 1.5 | i | -8 | 43
C=CCSc1nnc(-c2c[nH]c3ccccc23)n1CCOC | 0 | 3 | -1 | -2 | 1 | i | 0.3 | i | 0 | -4
O=C(CN1CCCN(Cc2ccc(F)cc2Cl)C1=O)NC1CCCCCCC1 | -6 | -1 | 1 | -2 | -3 | i | -0.9 | i | 2 | -4
CCCOc1cccc(C2/C(=C(/O)c3ccccc3)C(=O)C(=O)N2CCN(C)C)c1 (configuration not stated) | -2 | 4 | 2 | 1 | 3 | i | -1.9 | i | 3 | 6
COc1ccc(CCCN2CCC(CN3C(=S)NC[C@@H]3Cc3ccccc3)CC2)cc1OC | 3 | 2 | -3 | -4 | 26 | i | -1.0 | i | 1 | 12
CCCCn1c(N)c(N(Cc2ccccc2OC)C(=O)CC2OC(=O)c3ccccc32)c(=O)[nH]c1=O (configuration not stated) | 0 | -4 | 1 | 6 | -1 | i | -1.1 | i | 5 | -4
FC(F)(F)c1cccc(NCc2cn3cccnc3n2)c1 | -3 | 3 | 0 | -1 | -2 | i | -1.6 | i | -7 | -4
COc1ccc(CNC(=O)C2=CC(c3ccc(C)cc3)=NS(=O)(=O)N2C)cc1 | -8 | -1 | 3 | -29 | -2 | i | 0.0 | i | -3 | -12
COc1ccc(NC(=O)CSc2nnc(-c3ccccc3)n2Cc2ccco2)cc1OC | -2 | -4 | 0 | 5 | -3 | i | -0.5 | i | -3 | 2
COC(=O)c1ccc(/C=C2\Oc3ccccc3NC2=O)cc1 | 2 | 4 | -1 | 0 | 4 | / | -0.9 | i | 28 | -13
O=[N+]([O-])c1ccc(-c2cn(-c3ccc(Cl)cc3)cn2)cc1 | 5 | 5 | 1 | 75* | 25 | i | 15 | i | 54* | /
Cc1ccc(C(=O)Nc2ccccc2C(N)=O)o1 | 6 | 5 | -1 | 1 | 0 | i | -0.5 | i | -2 | 0
COc1ccc(C(C#N)c2ccc(=O)[nH]n2)cc1 (configuration not stated) | -3 | -5 | 1 | 4 | 0 | i | 0.0 | i | 0 | -7
COc1cccc(C(NC(C)=O)c2nc(-c3ccccc3OC)cs2)c1 (configuration not stated) | 0 | -5 | -3 | -8 | 0 | i | -0.1 | i | -1 | /
O=S(=O)(c1ccc(F)c(F)c1F)N1CCN(C(=S)NCc2ccccc2)CC1 | -12 | -11 | 0 | -1 | -2 | i | -1.2 | i | 7 | -12
CCCCc1n[nH]c(=S)n1Cc1ccc(Cl)cc1 | 10 | 0 | -1 | 0 | -1 | i | -4.7 | i | -2 | -10
CC(C)(CCC(=S)N1CCOCC1)C1CCCCC1 | 5 | 3 | 1 | 8 | 5 | i | 1.1 | i | 2 | -7
CCOC(=O)CSCC(=O)Nc1cc(C)ccc1C | -10 | 0 | -2 | -2 | 0 | i | -0.5 | i | -3 | -6
O=C(N/N=C/c1c[nH]c2ccccc12)c1cccc(Cl)c1 | -20 | -3 | 2 | -4 | 0 | i | 1.6 | i | -2 | -10

Just SUMO1 PPI mod, for three of the compounds above:
| structure | SUMO1 PPI mod |
| --- | --- |
| CC1C(c2ccccc2)N(C)C(c2ccccc2)C(C)C1(O)C#Cc1ccccc1 (configuration not stated) | -1 |
| CC(C)(CCC(=S)N1CCOCC1)C1CCCCC1 | 8 |
| O=[N+]([O-])c1ccc(-c2cn(-c3ccc(Cl)cc3)cn2)cc1 | 75* |

Going on with the list.
SMILES | NadD inh | CSN inh | Rin1 Abl inh | SUMO1 PPI mod | STEP block | Neddyl block | LMPTP inh | Rpn11 inh | DNMT1 inh | Scp-1 inhibitor
COc1ccccc1-n1c(=O)c(C#N)c(-c2ccc([N+](=O)[O-])cc2)c2cc(C(=O)c3cc(F)ccc3O)cnc21 | -4 | 8 | 5 | -10 | -1 | i | -0.2 | i | -5 | -4
CCOC(=O)C1CCN(C(=O)COC(=O)C2CCN(S(=O)(=O)c3ccc4c(c3)OCCO4)CC2)CC1 | 1 | 1 | 2 | 2 | 2 | i | 0.0 | i | 0 | 2
CCc1nnc(NC(=O)CSc2nnc(CCc3nc4ccccc4[nH]3)n2C)s1 | -9 | -2 | 2 | -2 | 1 | i | 0.7 | i | -4 | -4
CN(C(=O)c1ccc(NC(=O)Cc2cccc(NC(=O)C3CCCN(S(=O)(=O)c4cccc([N+](=O)[O-])c4)C3)c2)cc1)C1CC1 (configuration not stated) | 14 | 3 | -2 | -16 | 0 | i | 0.4 | i | -14 | -17
Nc1nc(N)c2[nH]c(=S)[nH]c2n1 | -6 | 3 | 3 | 24 | -1 | i | 4.4 | i | 5 | 1
Cc1ccc(NC(=O)N2CCC(NC(=O)c3cccc(F)c3)CC2)cc1 | 3 | 2 | -4 | 7 | 0 | i | -0.1 | i | 0 | -7
CC(C)(C)OC(=O)NCCc1nnc(SCc2c(Cl)cccc2Cl)o1 | 3 | 5 | -3 | -3 | 0 | i | -0.7 | i | -2 | -2
Cc1c(C(=O)N(C)C2CCCCC2)sc2ncnc(N3CCN(c4ccccc4F)CC3)c12 | 8 | 3 | 4 | -4 | 2 | i | 3.1 | i | -4 | 1
Cc1cc(Nc2ccc(N3CCOCC3)cc2)c2cccc(C)c2n1 | -7 | -8 | -10 | -12 | 0 | i | 2.6 | i | 12 | 3
CCC(CC)NC(=O)Nc1ccc(F)cc1F | 1 | 4 | -1 | -2 | -2 | i | -1.5 | i | 0 | -4
CCCc1cc(=O)[nH]c(=S)[nH]1 | 4 | -7 | -1 | -2 | -2 | i | -1.2 | i | 0 | 1
COc1ccccc1OCCCCCCN1CCN(C)CC1 | -3 | -1 | 0 | -2 | 1 | i | -3.8 | i | 0 | -4
COc1cc2c(cc1OC)C(NC(=O)C(F)(F)F)CNC2=O (configuration not stated) | 2 | 2 | -4 | 0 | 1 | i | 0.5 | i | 1 | -1
Cc1cc(NC(=O)CCCn2nc([N+](=O)[O-])cc2C)no1 | 5 | -1 | 0 | -8 | -2 | i | 0.5 | i | -1 | -9
CCOC(=O)c1ccc(NC(=O)COc2ccc(CNC3CCCCC3)cc2OC)cc1 | -7 | 1 | 2 | -1 | 5 | i | -0.1 | i | -4 | -6
C[C@@H]1C(c2ccccc2)=NN(c2ccc(Br)cc2)[C@H]1C(=O)N1CCOC1=O | -4 | 5 | -2 | 4 | -2 | / | 2.4 | i | -9 | -7
CN(Cc1c(F)cccc1Cl)C(=O)c1ccc(NC(=O)CC2SC(N3CCCCC3)=NC2=O)cc1 (configuration not stated) | 3 | 0 | 0 | 2 | -1 | i | 0.4 | i | -3 | -3
CCCC(=O)n1nc(-c2ccc(Cl)cc2)nc1SC | 0 | 4 | 3 | -1 | 4 | i | -1.2 | i | 6 | -7
Oc1ccccc1CN1CCCC(N2CCc3ccccc3C2)C1 (configuration not stated) | -7 | 1 | 2 | -3 | 3 | i | 0.0 | i | 3 | -8
Cc1cccn2c(=O)c3cc(C(=O)NC4CCCC4)c(=N)n(CCc4ccccc4)c3nc12 | 12 | -1 | 1 | 4 | 4 | / | 2.4 | i | 6 | 12

Full records as entered above:
CCOC(=O)c1ccc(NC(=O)COc2ccc(CNC3CCCCC3)cc2OC)cc1 is entered as NadD inh = -7; CSN inh = 1; Rin1 Abl inh = 2; SUMO1 PPI mod = -1; STEP block = 5; Neddyl block = i; LMPTP inh = -0.1; Rpn11 inh = i; DNMT1 inh = -4; Scp-1 inhibitor = -6
Cc1cc(Nc2ccc(N3CCOCC3)cc2)c2cccc(C)c2n1 is entered as NadD inh = -7; CSN inh = -8; Rin1 Abl inh = -10; SUMO1 PPI mod = -12; STEP block = 0; Neddyl block = i; LMPTP inh = 2.6; Rpn11 inh = i; DNMT1 inh = 12; Scp-1 inhibitor = 3

Records listed above printed as active in SUMO1 PPI mod:
| SMILES | NadD inh | CSN inh | Rin1 Abl inh | SUMO1 PPI mod | Neddyl block | LMPTP inh | Rpn11 inh | DNMT1 inh | Scp-1 inhibitor |
| --- | --- | --- | --- | --- | --- | --- | --- | --- | --- |
| O=[N+]([O-])c1ccc(-c2cn(-c3ccc(Cl)cc3)cn2)cc1 | 5 | 5 | 1 | 75* | i | 15 | i | 54* | / |
